EZH2 inh – EZH2/PRC2 methyltransferase inhibitors, primary screen, biochemical, DELFIA time-resolved fluorescence, single point | Histone-lysine N-methyltransferase EZH2 (Homo sapiens), Q15910 | PRC2 H3K27 methylation, DELFIA TRF, 1 h | inhibition, % at 12.5 µM | 57,000 tested, 0.35% active | AID 651548, 2012;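 active = mean inhibition of replicates at least 50% and every single replicate also reaching 50%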;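 also: dimethyl H3K27 on biotinylated H3 21-44 peptide detected by antibody; plate controls were median neutral control wells for no effect and median positive control wells for full effect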
IDH1 mut inh – inhibitors of IDH1 R132H reductase, primary screen, biochemical, plate reader, single point | diaphorase/resazurin fluorescence, 60 min | inhibition, % at 10 µM | 70,000 tested, 0.18% active; in the data active = inhibition above about 34%;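 also: 0% = DMSO and 100% = no enzyme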
Target sequence (O75874 whole entry R132H): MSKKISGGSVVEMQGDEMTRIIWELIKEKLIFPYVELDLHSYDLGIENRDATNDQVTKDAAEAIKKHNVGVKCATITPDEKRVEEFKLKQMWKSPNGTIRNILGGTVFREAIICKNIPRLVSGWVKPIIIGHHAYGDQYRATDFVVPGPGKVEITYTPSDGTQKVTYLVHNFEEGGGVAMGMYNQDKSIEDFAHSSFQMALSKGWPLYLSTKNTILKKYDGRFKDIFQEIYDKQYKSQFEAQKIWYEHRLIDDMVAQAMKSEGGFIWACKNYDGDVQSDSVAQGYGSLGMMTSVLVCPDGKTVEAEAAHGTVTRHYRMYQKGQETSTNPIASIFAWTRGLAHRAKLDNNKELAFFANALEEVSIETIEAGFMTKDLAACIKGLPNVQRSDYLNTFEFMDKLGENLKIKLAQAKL
An asterisk follows results filed as active; nt = not tested or not shown. Only part of the results is shown. The share of hits here may be higher or lower than overall.

SMILES	EZH2 inh	IDH1 mut inh
C[C@@H]1CN([C@H](C)CO)C(=O)c2cc(NC(=O)C3CC3)ccc2O[C@@H]1CN(C)Cc1ccc(C(=O)O)cc1	-2	2.0
C[C@@H]1CCCCO[C@@H](CN(C)Cc2ccncc2)[C@@H](C)CN([C@@H](C)CO)C(=O)c2cc(NC(=O)NC3CCCCC3)ccc2O1	4	-0.9
C[C@H](CO)N1C[C@H](C)[C@H](CN(C)Cc2ccc(C(=O)Nc3ccccc3N)cc2)Oc2ccc(NC(=O)Cn3cnnn3)cc2C1=O	-19	nt
C[C@@H]1CN([C@@H](C)CO)C(=O)c2cc(Br)cnc2O[C@@H]1CN(C)C(=O)CN1CCOCC1	-16	nt
Cc1nc(SCC(=O)c2ccc(Cl)cc2)c2c3c(sc2n1)CCCC3	nt	-0.1
C[C@@H]1CN([C@H](C)CO)C(=O)c2cccc(NS(C)(=O)=O)c2O[C@H]1CN(C)CC1CCCCC1	-14	nt
O=C(C[C@@H]1CC[C@@H](NS(=O)(=O)c2ccc(F)cc2)[C@@H](CO)O1)N1CCC(Cc2ccccc2)CC1	-2	-0.9
O=C(Nc1ccc(F)cc1)N[C@@H]1CC[C@H](CCn2cc(-c3ccccc3F)nn2)O[C@@H]1CO	-8	-0.2
Cc1ccc(S(=O)(=O)Nc2ccc3c(c2)C(=O)N([C@@H](C)CO)C[C@@H](C)[C@H](CN(C)C)O3)cc1	nt	0.1
N#Cc1c(NC(=O)CSc2n[nH]c(-c3ccc(Cl)cc3)n2)sc2c1CCCC2	nt	0.0
O=C(C[C@@H]1C[C@@H]2c3cc(NC(=O)C4CCC4)ccc3O[C@@H]2[C@@H](CO)O1)NC1CCCCC1	8	0.5
Cc1ccc(F)cc1S(=O)(=O)N[C@@H]1CCN(Cc2ccc(CC(C)C)cc2)C1	16	nt
COCC(=O)Nc1ccc2c(c1)[C@@H]1C[C@H](CC(=O)NCc3cc(F)ccc3F)O[C@@H](CO)[C@@H]1O2	-7	0.2
C[C@H](CO)N1C[C@H](C)[C@@H](CN(C)C(=O)C2CC2)Oc2cc(C#CC(C)(C)O)ccc2S1(=O)=O	0	nt
CCC(=O)N(C)C[C@@H]1Oc2cc(-c3ccccc3F)ccc2S(=O)(=O)N([C@H](C)CO)C[C@H]1C	-10	-3.8
COc1ccc(C#Cc2cnc3c(c2)C(=O)N([C@H](C)CO)C[C@@H](C)[C@H](CN(C)C(=O)c2ccccc2F)O3)cc1	4	-0.7
C[C@@H]1CCCCO[C@H](CN(C)S(=O)(=O)c2cccs2)[C@@H](C)CN([C@H](C)CO)C(=O)c2cc(NC(=O)CCCN(C)C)ccc2O1	nt	1.3
COCCc1ccc(OCC(O)CNC(C)C)cc1 (stereo not given)	nt	0.1
C[C@@H]1CN([C@@H](C)CO)C(=O)Cc2cc(NC(=O)Nc3ccc(C(F)(F)F)cc3)ccc2O[C@@H]1CN(C)Cc1ccc(C(=O)O)cc1	nt	1.4
CCC(C)N(C)C(=O)c1cc2ccccc2c(-c2ccccc2Cl)n1 (stereo not given)	nt	0.7
CCC(=O)N[C@@H]1C=C[C@@H](CC(=O)NCc2ccccc2OC)O[C@@H]1CO	6	-0.1
CC(C)(C)c1ccc(OCC(=O)Nc2cccc3ncccc23)cc1	8	-0.3
O=C(C[C@H]1C[C@@H]2c3cc(NC(=O)c4cccnc4)ccc3O[C@@H]2[C@H](CO)O1)NCc1cccc(F)c1	-7	-0.6
CC(Oc1ccc(Cl)cc1Cl)C(=O)Nc1cc(Cl)ccc1C(=O)O (stereo not given)	23	-0.2
O=C(CSc1nnnn1-c1ccc(Cl)cc1)Nc1cccc2ccccc12	5	0.3
C[C@@H]1CCCCO[C@@H](CN(C)Cc2ccc(C(=O)O)cc2)[C@H](C)CN([C@H](C)CO)C(=O)c2cc(N(C)C)ccc2O1	14	0.0
O=C(Nc1ccc2c(c1)[C@H]1C[C@@H](CC(=O)N3CCOCC3)O[C@H](CO)[C@H]1O2)c1ccc2c(c1)OCO2	5	-2.5
COc1ccc(S(=O)(=O)N(C)C[C@@H]2Oc3ccc(NC(=O)Cn4cnnn4)cc3CC(=O)N([C@@H](C)CO)C[C@H]2C)cc1	nt	-0.8
CS(=O)(=O)N(CC(=O)Nc1cc(Cl)ccc1Cl)c1cccc2ccccc12	-8	-0.1
Cc1ccc(S(=O)(=O)N(C)C[C@H]2Oc3c(NC(=O)c4ccncc4)cccc3C(=O)N([C@H](C)CO)C[C@H]2C)cc1	5	nt
CNC[C@@H]1Oc2ccc(NS(=O)(=O)c3ccc(C)cc3)cc2C(=O)N([C@H](C)CO)C[C@@H]1C	nt	3.5
NCC[C@H]1CC[C@@H](NS(=O)(=O)Cc2ccccc2)[C@H](CO)O1	8	0.1
O=C(C[C@@H]1C[C@@H]2c3cc(NC(=O)Nc4ccccc4F)ccc3O[C@@H]2[C@H](CO)O1)NCc1ccncc1	4	0.2
C[C@@H]1CN([C@H](C)CO)C(=O)Cc2cc(NC(=O)CCC(F)(F)F)ccc2O[C@H]1CN(C)Cc1ccc(-c2ccccc2)cc1	nt	-0.1
C[C@@H]1CN([C@@H](C)CO)C(=O)Cc2cc(NC(=O)CCCCCC(=O)Nc3ccccc3N)ccc2O[C@H]1CN(C)Cc1ccc(-c2ccccc2)cc1	nt	3.2
COc1ccc(NC(=O)Nc2ccc3c(c2)CC(=O)N([C@H](C)CO)C[C@@H](C)[C@@H](CN(C)C(=O)Nc2ccc(OC)cc2)O3)cc1	nt	-2.0
Cc1ccc(S(=O)(=O)Nc2ccc3c(c2)C(=O)N([C@H](C)CO)C[C@H](C)[C@H](CN(C)S(=O)(=O)c2c(C)noc2C)OCCCC[C@H](C)O3)cc1	nt	0.1
Cc1nnc(SCC(=O)Nc2ccc(C)c(Cl)c2)s1	-5	-0.3
C[C@H]1CN([C@@H](C)CO)C(=O)Cc2cc(NC(=O)Cc3cn(C)c4ccccc34)ccc2O[C@H]1CN(C)CC1CC1	nt	-30
CC(C)NC(=O)N(C)C[C@@H]1Oc2ccc(NC(=O)Nc3cccc4ccccc34)cc2CC(=O)N([C@H](C)CO)C[C@@H]1C	-3	-14
COc1cccc(-c2ccc3c(c2)O[C@H](CN(C)C)[C@H](C)CN([C@@H](C)CO)S3(=O)=O)c1	-15	-2.1
CCNC(=O)C[C@@H]1C=C[C@H](NC(=O)C2CC2)[C@H](CO)O1	10	1.1
Cc1ccc(S(=O)(=O)N(C)C[C@H]2Oc3ccc(NC(=O)Cc4cn(C)c5ccccc45)cc3CC(=O)N([C@@H](C)CO)C[C@@H]2C)cc1	nt	-10
C[C@H](CO)N1C[C@H](C)[C@H](CN(C)C(=O)Cc2ccccc2)OCCCC[C@H](C)Oc2ccc(NC(=O)Nc3ccc(F)cc3)cc2C1=O	nt	-1.1
CCCN(C)C[C@H]1OCCCC[C@@H](C)Oc2ccc(NC(=O)NC(C)C)cc2C(=O)N([C@H](C)CO)C[C@@H]1C	-14	3.2
Cc1ccc(-c2ccc3c(c2)O[C@@H](CN(C)Cc2ccccc2)[C@@H](C)CN([C@@H](C)CO)S3(=O)=O)cc1	43	0.4
C[C@H](CO)N1C[C@H](C)[C@@H](CN(C)C(=O)Nc2ccccc2)Oc2c(NS(=O)(=O)c3ccccc3)cccc2C1=O	12	-3.4
COc1cc(Br)cc(/C=N/NC(=O)c2ccccc2O)c1O	5	0.1
O=C(C[C@@H]1C=C[C@H](NC(=O)c2cccnc2)[C@H](CO)O1)NCc1ccc(Cl)c(Cl)c1	-9	0.4
O=C(Cc1ccncc1)Nc1ccc2c(c1)[C@@H]1C[C@H](CC(=O)NC3CCCC3)O[C@H](CO)[C@@H]1O2	0	1.1
Cc1ccc(S(=O)(=O)NC(C)C(=O)Nc2cc([N+](=O)[O-])ccc2C)cc1 (stereo not given)	-9	0.9
C[C@@H]1CN([C@@H](C)CO)C(=O)CCCn2cc(nn2)CO[C@@H]1CN(C)C(=O)c1cc(-c2ccccc2)on1	-3	0.4
COc1ccc(NC(=O)N(C)C[C@H]2Oc3ccc(NC(=O)Nc4c(C)noc4C)cc3CC(=O)N([C@H](C)CO)C[C@@H]2C)cc1	nt	0.2
C[C@H]1CN([C@@H](C)CO)C(=O)Cc2cc(NS(=O)(=O)c3ccc(F)cc3)ccc2O[C@@H]1CN(C)S(C)(=O)=O	nt	-1.6
COc1ccc(NC(=O)N[C@H]2CC[C@@H](CCNC(=O)CN3CCOCC3)O[C@@H]2CO)cc1	-2	0.1
COc1ccc(S(=O)(=O)Nc2ccc3c(c2)C(=O)N([C@@H](C)CO)C[C@H](C)[C@H](CN(C)CC2CC2)O3)cc1	nt	-2.3
CO[C@@H]1CN(C)C(=O)c2cc(NC(C)=O)ccc2OC[C@@H](C)N(Cc2ccccc2C(=O)O)C[C@H]1C	2	0.2
C[C@H](CO)N1C[C@H](C)[C@@H](CN(C)Cc2ccc(C(=O)O)cc2)OCc2ccccc2-c2c(n(C)c3ccccc23)C1=O	-20	nt
C#Cc1ccc([C@H]2C=C(C(=O)NCc3nc4ccccc4[nH]3)O[C@@H](OCCCCO)C2)cc1	1	nt
COc1cccc(S(=O)(=O)N[C@H]2CC[C@H](CCn3cc(-c4ccccc4OC)nn3)O[C@@H]2CO)c1	2	-0.1

3 records drawn at random from the list so far:
SMILES	EZH2 inh	IDH1 mut inh
C[C@H](CO)N1C[C@H](C)[C@H](CN(C)C(=O)Cc2ccccc2)OCCCC[C@H](C)Oc2ccc(NC(=O)Nc3ccc(F)cc3)cc2C1=O	nt	-1.1
O=C(Cc1ccncc1)Nc1ccc2c(c1)[C@@H]1C[C@H](CC(=O)NC3CCCC3)O[C@H](CO)[C@@H]1O2	0	1.1
CO[C@@H]1CN(C)C(=O)c2cc(NC(C)=O)ccc2OC[C@@H](C)N(Cc2ccccc2C(=O)O)C[C@H]1C	2	0.2

Five structures already listed, arranged by molar mass, falling.
SMILES	EZH2 inh	IDH1 mut inh
Cc1ccc(S(=O)(=O)Nc2ccc3c(c2)C(=O)N([C@H](C)CO)C[C@H](C)[C@H](CN(C)S(=O)(=O)c2c(C)noc2C)OCCCC[C@H](C)O3)cc1	nt	0.1
C[C@@H]1CN([C@@H](C)CO)C(=O)c2cc(Br)cnc2O[C@@H]1CN(C)C(=O)CN1CCOCC1	-16	nt
O=C(C[C@H]1C[C@@H]2c3cc(NC(=O)c4cccnc4)ccc3O[C@@H]2[C@H](CO)O1)NCc1cccc(F)c1	-7	-0.6
O=C(Nc1ccc(F)cc1)N[C@@H]1CC[C@H](CCn2cc(-c3ccccc3F)nn2)O[C@@H]1CO	-8	-0.2
Cc1nc(SCC(=O)c2ccc(Cl)cc2)c2c3c(sc2n1)CCCC3	nt	-0.1

More structures follow.
SMILES	EZH2 inh	IDH1 mut inh
Cc1cc(Cl)c(S(=O)(=O)Nc2cccnc2)cc1OCC(N)=O	nt	-0.2
O=S(=O)(N[C@@H]1CC[C@@H](CCn2cc(C3(O)CCCC3)nn2)O[C@@H]1CO)c1ccc(Cl)cc1	1	-0.3
CNC[C@H]1OCc2ccccc2-c2ccccc2C(=O)N([C@H](C)CO)C[C@@H]1C	3	-2.9
C[C@@H]1CN([C@@H](C)CO)C(=O)c2c(c3ccccc3n2C)-c2ccccc2CO[C@H]1CN(C)Cc1ccncc1	-19	nt
Clc1ccc(SCc2csc(-c3ccsc3)n2)cc1	63*	0.1
CCCc1cn(CC[C@@H]2CC[C@@H](NC(=O)C3CCCC3)[C@H](CO)O2)nn1	-10	-0.6
CC(=O)N(C)C[C@@H]1Oc2cc(/C=C/c3ccccc3)ccc2S(=O)(=O)N([C@@H](C)CO)C[C@H]1C	0	-0.7
CCC(=O)Nc1ccc2c(c1)C(=O)N(C)C[C@@H](OC)[C@H](C)CN(C(=O)COC)[C@H](C)CO2	8	-0.3
CC(C)COC(=O)N(C)C[C@@H]1OCc2cn(nn2)CCCC(=O)N([C@H](C)CO)C[C@@H]1C	-2	8.8
CCO[C@@H]1OC(C(=O)N2CCN(Cc3ccccc3)CC2)=C[C@H](C(C)(C)C)[C@H]1CCCO	5	nt
CC(C)C#Cc1ccc2c(c1)O[C@@H](CN(C)C(=O)Cc1ccccn1)[C@H](C)CN([C@@H](C)CO)S2(=O)=O	5	nt
CCCN(C)C[C@@H]1Oc2cc(-c3ccc(C#N)cc3)ccc2S(=O)(=O)N([C@@H](C)CO)C[C@@H]1C	-5	-0.2
COc1cccc(NC(=O)CCc2nc(-c3ccccc3Cl)no2)c1	-3	-0.8
O=C(CN1CCCCC1)Nc1ccc(NC(=O)CN2CCCCC2)cc1	nt	-0.2
Cc1ccc(S(=O)(=O)N(C)C[C@H]2Oc3ccc(NC(=O)C4CC4)cc3C(=O)N([C@H](C)CO)C[C@@H]2C)cc1	-9	-9.0
C[C@H]1CN([C@@H](C)CO)C(=O)Cc2cc(NC(=O)C3CC3)ccc2O[C@H]1CN(C)Cc1ccc(C(F)(F)F)cc1	-1	0.1
C[C@H](CO)N1C[C@H](C)[C@@H](CN(C)C(=O)Nc2ccc(F)cc2)Oc2ccc(NC(=O)CCC(F)(F)F)cc2C1=O	4	-1.0
O=C(N[C@@H]1C=C[C@@H](CC(=O)N2CCOCC2)O[C@@H]1CO)c1cccc(F)c1	-7	-0.7
COc1ccc(NC(=O)Nc2cccc3c2O[C@@H](CN(C)CC2CC2)[C@H](C)CN([C@@H](C)CO)C3=O)cc1	-2	-0.7
CCC(C)Nc1nc(OC)nc(Oc2ccc(=O)[nH]n2)n1 (stereo not given)	-5	0.6
O=C(COc1ccc([N+](=O)[O-])cc1)Nc1cccc2cccnc12	nt	3.2
CO[C@H]1CN(C)C(=O)c2cc(NC(C)=O)ccc2OC[C@@H](C)N(C(=O)c2ccccn2)C[C@H]1C	8	-0.2
COc1ccc(CNC(=O)C[C@H]2CC[C@@H](NS(=O)(=O)c3cccc(OC)c3)[C@H](CO)O2)cc1	-4	0.0

High-throughput results (PubChem BioAssay)
